# MEKK3 PB1 HTS: raises or lowers MEK5 binding to the human MEKK3 PB1 domain. bead-based flow cytometry, Alexa488-MEK5 binding to MEKK3; actives lie on both sides; 0 = blocked by unlabeled MEK5, 100 = vehicle. binding response (% of control), % at 10 µM. 290,000 tested, 1.4% active. AID 1529;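 active = binding response more than 3 SD above or below the average of its plate-row segment, actives on both sides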;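 also: Alexa488 bead fluorescence after subtracting the streptavidin-only scavenger bead signal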
# IDE act: IDE (human) activation, cell-based | 340,000 tested, 0.073% active | activation, % at 5.96 µM | AID 493087 | P14735 | HEK cells, FAbeta-B cleavage, fluorescence polarization; 0% vehicle, 100% cell-free pure enzyme wells;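 active = activation above the mean of all tested compounds plus 3 SD, set per screening campaign, cut at about 17% in these data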
# p-CIP stab down: compounds decreasing mouse p/CIP protein stability | F442A p/CIP-EGFP cells, EGFP fluorescence, 16 h | 290,000 tested, 0.01% active | decrease of EGFP signal, % at 10 µM | Q05BA5 | AID 1984;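 active = EGFP signal decrease of at least 30% at 10 µM or well 3 SD below plate mean, unless failing retest; inactive = the rest, including hits failing retest or dose response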; also: some compounds called inactive have numbers as strong as hits; many of its hits are not listed in these tables
# Target sequence (Q05BA5 1-1403): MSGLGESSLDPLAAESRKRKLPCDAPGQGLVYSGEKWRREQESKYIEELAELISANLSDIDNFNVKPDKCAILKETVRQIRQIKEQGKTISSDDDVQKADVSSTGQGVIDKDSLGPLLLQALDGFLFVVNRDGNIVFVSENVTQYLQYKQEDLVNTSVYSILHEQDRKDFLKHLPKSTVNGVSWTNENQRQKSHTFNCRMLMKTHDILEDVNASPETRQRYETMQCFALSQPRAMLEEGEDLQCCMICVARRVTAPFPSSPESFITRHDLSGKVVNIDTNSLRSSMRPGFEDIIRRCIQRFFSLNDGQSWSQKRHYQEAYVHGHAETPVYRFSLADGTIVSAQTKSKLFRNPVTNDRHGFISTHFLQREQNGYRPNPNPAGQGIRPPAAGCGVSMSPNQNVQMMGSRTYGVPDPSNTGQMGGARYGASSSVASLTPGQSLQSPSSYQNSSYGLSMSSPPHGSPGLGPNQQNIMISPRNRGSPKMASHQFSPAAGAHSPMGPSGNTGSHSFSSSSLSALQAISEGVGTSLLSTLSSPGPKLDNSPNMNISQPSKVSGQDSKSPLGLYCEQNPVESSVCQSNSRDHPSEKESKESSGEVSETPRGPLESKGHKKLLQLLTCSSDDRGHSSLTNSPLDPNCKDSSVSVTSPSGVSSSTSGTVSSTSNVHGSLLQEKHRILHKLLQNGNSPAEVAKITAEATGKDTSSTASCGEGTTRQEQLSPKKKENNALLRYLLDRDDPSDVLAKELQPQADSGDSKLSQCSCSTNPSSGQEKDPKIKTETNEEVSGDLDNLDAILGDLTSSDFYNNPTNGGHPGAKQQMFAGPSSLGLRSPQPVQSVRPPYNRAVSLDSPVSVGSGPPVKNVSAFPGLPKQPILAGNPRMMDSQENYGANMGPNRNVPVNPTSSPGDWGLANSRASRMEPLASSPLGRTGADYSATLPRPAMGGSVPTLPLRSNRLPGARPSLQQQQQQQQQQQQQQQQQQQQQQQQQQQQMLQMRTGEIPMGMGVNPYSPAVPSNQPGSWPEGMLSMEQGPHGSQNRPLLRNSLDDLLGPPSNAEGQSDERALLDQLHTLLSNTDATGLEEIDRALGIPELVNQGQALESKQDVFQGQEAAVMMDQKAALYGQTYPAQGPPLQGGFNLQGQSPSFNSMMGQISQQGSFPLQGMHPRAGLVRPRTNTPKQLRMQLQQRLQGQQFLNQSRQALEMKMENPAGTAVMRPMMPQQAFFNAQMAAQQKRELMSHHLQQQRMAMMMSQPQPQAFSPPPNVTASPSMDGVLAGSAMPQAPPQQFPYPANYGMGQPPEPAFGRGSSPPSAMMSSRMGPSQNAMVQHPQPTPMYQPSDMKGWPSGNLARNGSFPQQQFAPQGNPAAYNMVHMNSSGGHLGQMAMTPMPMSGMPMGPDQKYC
# NALP1 inh: blocks the NALP1 inflammasome reconstituted in yeast. S. cerevisiae NALP1/ASC/caspase-1 growth, X-gal OD620, 72 h. inhibition, % at 10 µM. 280,000 tested, 0.61% active; in the data active = inhibition mostly above about 24%, no sharp cut-off; inactive = mostly below about 32%; also: some compounds called inactive have numbers as strong as hits
# MEKK2 WT-MEK5: raises or lowers MEK5 binding to wildtype human MEKK2 PB1 domain. bead flow cytometry, Alexa488-MEK5 binding to MEKK2 WT; actives lie on both sides. binding response (% of control), % at 10 µM. 290,000 tested, 1.1% active; in the data active = binding response below about 67% or above about 130%
# MEKK2mut PB1 HTS: signal of MEK5 binding to mutant human MEKK2 PB1 domain. bead flow cytometry, Alexa488-MEK5 binding to MEKK2 mutant. percent response, % at 10 µM. 290,000 tested, 0.35% active; in the data active = percent response above about 24%, passing the limit was not always enough; also: inactives centre near 1; some results filed as inactive read as strong as hits; reference of the scale not given here
# M18AAP inhibitor: PfM18AAP enzyme inhibition; recombinant PfM18AAP, H-Glu-NHMec fluorogenic cleavage; inhibition, % at 7.35 µM; 290,000 tested, 1.2% active;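 active = inhibition above the campaign mean inhibition over all tested compounds plus 3 SD, cut at about 28% in these data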;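 also: 0% = plate median of test compound wells and 100% = 2 mM ZnCl2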
# IDE inh: inhibits human insulin-degrading enzyme in HEK cells. 320,000 tested, 0.41% active. inhibition, % at 5.59 µM. FAbetaB cleavage, fluorescence polarization;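 active = percent inhibition above the average of all tested compounds plus 3 SD, set per screening campaign, cut at about 16% in these data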;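 also: IDE supplied by intact live HEK cells; FP after avidin binding of uncleaved biotin substrate so inhibition keeps polarization high; 0% = DMSO wells and 100% = 60 µM reference IDE inhibitor Ii1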
# SUMO HTRF inh: SUMOylation inhibition; HTRF SUMOylation assay, SAE1/SAE2 + UBC9, in vitro; inhibition, % at 35 µM; 290,000 tested, 0.36% active; P63279; in the data active = inhibition above about 50%, passing the limit was not always enough; also: strong numbers were not always called active
# An asterisk follows results filed as active; . = not tested or not shown; [ ] = another dose, or the depositor's remark. Not all compounds are listed, so the mix of outcomes need not match the whole.
SMILES,MEKK3 PB1 HTS,IDE act,p-CIP stab down,NALP1 inh,MEKK2 WT-MEK5,MEKK2mut PB1 HTS,M18AAP inhibitor,IDE inh,SUMO HTRF inh
COc1cccc(N(CC(=O)NC(C)(C)C)C(=O)C2CSC(=O)C2)c1 (stereo not given),102.0,6.0,-9.6,-1.5,95.0,1.0,9.5,-2.0,4.7
O=C(NCCCN1CCOCC1)c1cc2c(s1)-c1ccccc1OC2,103.0,3.3,-6.6,27.2,110.0,3.0,-6.5,0.6,41.5
CC(NC(=O)c1cc2c(=O)n3ccccc3nc2n(CC2CCCO2)c1=N)c1ccccc1 (stereo not given),98.0,1.8,-10.8,-12.8,98.0,1.0,5.3,-0.9,19.1
CC(=O)c1ccc2cccc3c2c1N=CN3C,.,-10.0,-95.2,5.6,.,.,13.5,15.4,77.2
Cc1cccc(NC(=O)CCCN2C(=O)C3CC=CCC3C2=O)c1 (stereo not given),98.0,2.1,0.6,8.2,95.0,-5.0,0.9,-3.5,-7.7
Clc1ccc(CNc2nc(CN3CCOCC3)nc3scc(-c4ccccc4)c23)cc1,93.0,1.1,-1.7,3.6,96.0,-1.0,-0.2,2.0,2.3
CCN(CC)CCOC(=O)c1c(C)n(C)c2ccc(OC)cc12,99.0,4.3,-6.9,5.2,103.0,-4.0,-12.8,7.3,-18.3
CCOc1ccc(Br)cc1S(=O)(=O)Nc1ccc(C(=O)OCC(=O)Nc2ccc(C#N)cc2)cc1,106.0,9.7,-6.2,18.1,111.0,1.0,4.2,-0.5,-1.4
Cn1c(NC(=O)c2ccco2)cc(=O)n(C)c1=O,105.0,5.8,-6.8,5.5,105.0,5.0,-3.8,2.1,6.1
CCOc1ccc(CNC(=O)NS(=O)(=O)c2ccc(OC)cc2)cc1,101.0,3.9,-8.8,-10.7,105.0,7.0,-13.3,-5.0,0.2
O=C(c1csc2ccccc12)N1CCCCCC1,86.0,4.7,-28.6,14.5,94.0,-8.0,0.2,2.7,7.0
CCN(C(=O)c1coc(=O)c2ccccc12)c1cc(OC)ccc1OC,105.0,7.4,-5.1,28.8,102.0,-1.0,4.4,-1.8,7.5
CC(C)(C)NC(=O)CSc1nnc(Cc2ccc3c(c2)OCO3)n1C1CCCCC1,99.0,-1.7,-8.9,13.9,103.0,0.0,-0.2,1.4,10.0
COc1cccc(-c2nc(CS(=O)(=O)CC(=O)N3CCN(C)CC3)c(C)o2)c1,102.0,0.5,8.0,-2.7,108.0,9.0,-8.1,-2.1,1.8
Cn1c(=O)[nH]c(=O)c2c1nc(SCC(O)CO)n2CCCc1ccccc1 (stereo not given),104.0,-5.1,-3.1,13.5,104.0,5.0,-6.0,4.7,19.2
Cc1ccc(CCNc2ccc3ccccc3c2)cn1,104.0,4.8,.,.,103.0,4.0,-1.1,3.1,.
CNc1nc(SC)nc2ccccc12,101.0,-9.9,20.4,10.3,98.0,-2.0,-16.1,4.7,7.1
COc1ccc2c(c1OC)C(C1c3c(cc4c(c3OC)OCO4)CCN1C)OC2=O (stereo not given),91.0,4.2,18.4,24.4,98.0,2.0,6.8,-2.8,8.2
NS(=O)(=O)c1ccc(N/N=C/c2ccc(C(=O)O)cc2)c([N+](=O)[O-])c1,99.0,-2.2,-7.4,17.0,99.0,-3.0,-1.1,0.3,9.8
COc1cccc(CC(NC(C)=O)C(=O)NC2CCN(c3c(Cc4ccccc4)c(C)nc4ncnn34)CC2)c1 (stereo not given),85.0,2.8,-11.7,18.9,90.0,-3.0,-7.4,1.8,-3.2

# Some of the entries so far, field by field:
compound: CNc1nc(SC)nc2ccccc12
  MEKK3 PB1 HTS: 101.0
  IDE act: -9.9
  p-CIP stab down: 20.4
  NALP1 inh: 10.3
  MEKK2 WT-MEK5: 98.0
  MEKK2mut PB1 HTS: -2.0
  M18AAP inhibitor: -16.1
  IDE inh: 4.7
  SUMO HTRF inh: 7.1

compound: COc1cccc(-c2nc(CS(=O)(=O)CC(=O)N3CCN(C)CC3)c(C)o2)c1
  MEKK3 PB1 HTS: 102.0
  IDE act: 0.5
  p-CIP stab down: 8.0
  NALP1 inh: -2.7
  MEKK2 WT-MEK5: 108.0
  MEKK2mut PB1 HTS: 9.0
  M18AAP inhibitor: -8.1
  IDE inh: -2.1
  SUMO HTRF inh: 1.8

# (further entries)
SMILES,MEKK3 PB1 HTS,IDE act,p-CIP stab down,NALP1 inh,MEKK2 WT-MEK5,MEKK2mut PB1 HTS,M18AAP inhibitor,IDE inh,SUMO HTRF inh
CCCOC(=O)c1ccc(N2C(=O)c3ccccc3C2=O)cc1,106.0,1.3,-0.5,40.2,106.0,3.0,-2.4,3.4,3.0
C=CCOC(=O)C(=O)/C=C/c1csc2ccccc12,86.0,0.5,-1.7,-0.8,74.0,-14.0,4.5,-6.0,30.5
COc1nc(Nc2ccc([N+](=O)[O-])cc2)nc(NC2CCCCC2)n1,102.0,4.2,-6.4,5.3,92.0,-2.0,-14.0,-1.5,-3.3
O=[N+]([O-])c1ccc(/C=N/N2CCN(c3ccncc3S(=O)(=O)N3CCCCC3)CC2)cc1,91.0,-0.1,3.5,17.2,95.0,-4.0,-0.2,5.8,0.0
O=C(Cc1ccc(S(=O)(=O)N2CCCC2)s1)NC1CCCCCC1,102.0,-4.9,-3.2,0.3,101.0,-11.0,-1.4,1.0,23.0
CCOC(=O)c1sc2nc(C)nc(NCc3ccc(F)cc3)c2c1C,104.0,-5.0,-19.1,23.9,100.0,-2.0,0.6,3.5,7.4
O=C1[C@H]2[C@@H](c3ccc(Cl)cc3)N3C(=O)N(c4cccc(Br)c4)C(=O)[C@@]3(Cc3ccc(Cl)cc3)[C@H]2C(=O)N1C1CCCCC1,100.0,5.5,-2.0,13.7,101.0,-2.0,6.7,6.6,2.3
Cc1ccccc1Cn1cnc2c(cnn2C(C)(C)C)c1=O,100.0,1.5,4.9,11.9,103.0,2.0,6.5,-9.7,-18.8
O=Nc1c(O)n(Cc2c(Cl)cccc2Cl)c2ccccc12,99.0,-2.3,-17.3,33.1,94.0,-2.0,5.2,-0.8,2.0
O=C(Nc1ccc(S(=O)(=O)Nc2nccs2)cc1)c1cnc(Cl)c(Cl)c1,46.0*[inhibitor],-0.6,-15.2,.,54.0,-8.0,-24.4,-3.8,18.2
CCN(CC)S(=O)(=O)c1ccc(Nc2ccc(-c3ccc4c(c3)OCCO4)nn2)cc1,92.0,8.1,-12.1,2.6,102.0,-1.0,-2.6,1.2,20.4
Cc1nnc(SCCC(C)C)[nH]c1=O,107.0,-2.2,-2.7,4.3,107.0,3.0,-33.8,5.2,22.3
CCCCN(C)CCCNC(=O)CC1Oc2ccccc2NC1=O (stereo not given),101.0,7.3,5.4,8.4,103.0,2.0,-0.1,8.4,8.3
COc1ccc(/C(=N\Nc2ccccc2C(=O)O)c2ccccc2)cc1,99.0,5.5,1.0,29.9,98.0,3.0,38.3*,-6.0,12.3
CCc1ccc(C2CC(c3ccccc3C)n3nc(N)nc3N2)cc1 (stereo not given),101.0,0.6,-12.1,12.3,99.0,-1.0,1.7,0.3,-1.2
CC[n+]1c(/C=C/c2c[nH]c3ccccc23)ccc2cc(C)ccc21,87.0,.,-8.2,-3.9,.,119.0*,-6.3,.,31.0
Cc1ccc(C)c(S(=O)(=O)N2CCCOC2CNC(=O)C(=O)NCc2ccc3c(c2)OCO3)c1 (stereo not given),101.0,-4.9,2.5,9.5,107.0,3.0,-1.0,-2.5,5.1
COc1cc2c(cc1OC)C(C)N(CCN1C(=O)c3ccccc3C1=O)CC2 (stereo not given),97.0,2.3,2.0,6.2,98.0,-1.0,-2.6,0.5,-4.0
O=C(CNc1ccccc1)NNC1=NCCC1,99.0,-0.8,-9.3,24.7,100.0,0.0,9.0,2.1,18.0
CCOC(=O)C1=C(C)N=c2s/c(=C\c3cc(OC)c(OC)c(OC)c3)c(=O)n2C1/C=C/c1ccccc1 (stereo not given),99.0,0.3,3.6,30.7,102.0,6.0,-4.3,4.8,3.1
CCOC(=O)c1nc2cc3n(c(C)c-2c1C)C(C)C(C)=C3C (stereo not given),127.0*,-1.2,1.8,36.6,130.0,21.0,-2.1,-1.6,12.0
CC(=O)c1nn(-c2ccc(Cl)cc2)c(=O)[nH]c1=O,100.0,-1.1,-2.5,3.0,100.0,2.0,2.5,-0.1,5.5
NS(=O)(=O)c1cc2c(cc1Cl)NC(CC1CCCC1)NS2(=O)=O (stereo not given),88.0,6.4,-0.8,19.4,83.0,11.0,3.5,-0.3,13.1
CC1Oc2ccccc2N(Cc2ccccc2F)C1=O (stereo not given),108.0,.,-10.8,-1.6,106.0,4.0,-8.0,-1.2,23.3
Cc1cccc(-n2c(=O)[nH]c3c(C(N)=O)nc(-c4ccccc4Cl)nc32)c1,.,9.2,4.7,.,.,.,2.4,0.4,12.7
Cc1occc1-c1nnc(SCC(=O)N2CCCCC2)o1,92.0,5.3,-6.3,3.9,92.0,-3.0,3.2,2.7,7.8
COc1cccc(-c2nnn(CC(=O)N3CCCCC3)n2)c1,104.0,7.5,1.3,14.6,107.0,11.0,-6.6,11.9,-1.5
COc1cc2ccccc2cc1C(=O)OCC(=O)N1CCOCC1,107.0,0.0,4.6,5.3,104.0,14.0,0.4,-0.7,-2.7
CCC(CC)NC(=O)C1CCN(S(=O)(=O)c2cccs2)CC1,99.0,4.8,11.1,33.2*,97.0,-1.0,4.0,3.4,3.7
CC1c2cc3c(cc2CCN1CC(=O)Nc1ccccc1)OCCCO3 (stereo not given),100.0,3.7,-13.8,11.8,99.0,4.0,-1.1,4.6,16.6
COCCC(=O)N1CCc2c([nH]c3ccccc23)C1C(C)(C)C (stereo not given),98.0,0.1,-7.7,-15.4,96.0,-8.0,-8.0,7.7,13.7
COc1ccc(OC)c(NC(=O)Cc2coc3cc(C)cc(C)c23)c1,105.0,2.5,-1.7,3.2,103.0,1.0,-2.9,-5.0,-23.2
CCN(CC)c1ccc(/C=N/n2c(-c3ccccc3Br)n[nH]c2=S)cc1,96.0,0.6,12.5,.,94.0,-18.0,12.9,6.5,-39.1
Cc1ccc2c(c1)N(CC(=O)NCc1cccs1)C(=O)CO2,120.0,6.3,0.0,18.9,119.0,.,-15.9,-3.7,4.3
CC1=CC(C)(C)Nc2ccc(OS(=O)(=O)c3ccc(C)cc3)cc21,94.0,2.7,-12.5,-5.6,98.0,2.0,0.0,1.3,14.3
CC(=O)c1ccc(-n2c(-c3cc(-c4ccco4)[nH]n3)n[nH]c2=S)cc1,102.0,-1.1,-8.2,-18.6,102.0,0.0,10.5,9.4,-2.6
COc1ccc(CN2C(=NC(=O)C3CCCCC3)SC3CS(=O)(=O)CC32)cc1 (stereo not given),94.0,-1.8,-22.3,9.7,97.0,1.0,1.9,-3.2,4.7
O=C1CCCN2N=C(SCC(=O)Nc3cccc(C(F)(F)F)c3)SC2=N1,99.0,-11.4,-19.5,2.1,96.0,1.0,2.7,8.3,2.7
COc1ccc2c(c1)cc(C(=O)N[C@@H](Cc1ccccc1)C(=O)N[C@@H](C)C(=O)O)n2C,102.0,5.7,-9.0,24.7,104.0,6.0,-5.7,-1.9,15.8
CC(C)Sc1nnc(NC(=O)C2CC2)s1,105.0,6.2,1.5,.,105.0,11.0,.,1.5,7.5
Cc1cc(C)c(NC(=O)C[N+](C)(C)CC(O)COc2cccc3ccccc23)c(C)c1 (stereo not given),103.0,8.5,21.6,6.1,149.0*,24.0,4.8,-6.3,-7.2

# Screens as filed in PubChem.
